# Source: PubChem BioAssay (several laboratories)
# Scp-1 inhibitor = blocks human Scp-1 phosphatase activity | inhibition, % at 20 µM | Recombinant Scp1, phosphopeptide, malachite green phosphate absorbance | Q9GZU7 | hit rate 0.88% among 340,000;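 active means inhibition above about 50% at 20 µM, limit read from the data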;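 further: plate controls were DMSO wells with enzyme for no effect and wells lacking enzyme for full effect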
# Target sequence (Q9GZU7 76-261 limits assumed): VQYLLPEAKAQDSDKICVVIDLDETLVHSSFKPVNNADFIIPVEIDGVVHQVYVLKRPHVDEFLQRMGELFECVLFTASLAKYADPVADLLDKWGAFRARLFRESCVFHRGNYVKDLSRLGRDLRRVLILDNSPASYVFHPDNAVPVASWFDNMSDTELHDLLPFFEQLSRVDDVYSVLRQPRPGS
#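 Assay system: SCP-1 catalytic fragment, aa 76-261 | Buffer or medium: Tris acetate buffer pH 5.5 with MgCl2 and Tween-20 | Compound: One concentration, 20 µM, with 1.0% DMSO | Also added: Phospho 17-mer peptide substrate | Signal: Absorbance at 630 nm | Incubation: 45 min enzyme reaction at room temperature | Measure: % inhibition of SCP-1 phosphate liberation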
# TbMetRS inhib = blocks T. brucei methionyl-tRNA synthetase activity | inhibition, % at 11.9 µM | purified T. brucei MetRS, ATP depletion, Kinase-Glo luminescence | AID 624268 | hit rate 0.4% among 360,000;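 active means inhibition above a per-plate cutoff of the control wells' mean inhibition plus 3 SD, cut at about 5.5% in these data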;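 further: 0% = DMSO wells median and 100% = median of wells with control inhibitor compound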
#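 Measured by: Kinase-Glo luciferase luminescence reporting remaining unconsumed ATP. Material: purified T. brucei MetRS enzyme. Doses: 11.9 µM compound single dose, 0.9% DMSO. Medium: HEPES buffer containing pyrophosphatase, BSA, spermine, DTT. Times: 15 min preincubation, 2 h reaction, all 25 °C. Reagent: methionine, ATP and bulk E. coli tRNA.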
# eLon inh = inhibitors of E. coli Lon protease | P0A9M0 | purified E. coli Lon protease, fluorescence polarization | inhibition, % at 7.94 µM | hit rate 0.42% among 360,000 | AID 602123; in the data active means inhibition above about 13%, passing the limit was not always enough;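 further: 0% = enzyme with probe and DMSO and 100% = no enzyme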
# bovine MsrA act = bovine methionine sulfoxide reductase A activation. AID 602163. hit rate 0.3% among 360,000. purified bovine MsrA, absorbance read-out. activation, % at 10.6 µM; in the data active means activation above about 7.5%;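 further: 0% = vehicle and 100% = reference activator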
# DNMT1 inh = DNMT1 (human) enzyme inhibition | P26358 | DNMT1 molecular beacon, Hinp1I cleavage, fluorescence | inhibition (reported as % activation of signal), % at 10 µM | hit rate 0.83% among 360,000 | AID 588458; in the data active means inhibition above about 50%
# LMPTP inh = LMPTP (human) inhibition | recombinant LMPTP-A, OMFP fluorogenic substrate, fluorescence intensity | inhibition, % at 20 µM | hit rate 0.22% among 360,000;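 active means compounds that cut the enzyme signal by at least half of the control window in the single-dose screen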;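 further: plate controls were DMSO wells with enzyme plus substrate for no effect and substrate without enzyme for full effect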
# Target sequence (P24666 whole entry, looked up): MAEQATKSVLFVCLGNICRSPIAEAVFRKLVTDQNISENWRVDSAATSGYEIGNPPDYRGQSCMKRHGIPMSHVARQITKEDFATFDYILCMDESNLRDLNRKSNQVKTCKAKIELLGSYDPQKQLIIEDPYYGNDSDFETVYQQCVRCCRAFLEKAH
#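 Assay system: LMPTP-A phosphatase enzyme | Input: 0.625 nM enzyme | Also added: Fluorogenic phosphatase substrate OMFP at 400 µM final | Compound dosing: One test concentration per compound, 20 µM, with 3% DMSO overall | Schedule: 50 min enzyme reaction at room temperature, protected from light | Signal: Fluorescence intensity | Benchmarks: no-enzyme and uninhibited controls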
# NRP1-CendR mod = modulators of CendR peptide binding to human neuropilin-1. O14786. FAM-RPARPAR peptide binding to NRP-1, fluorescence polarization. inhibition, % at 25 µM. hit rate 0.85% among 360,000. AID 602438;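 active means inhibition or corrected inhibition above about 18%, plus a signal ratio from 0.5 to 1.5, limit read from the data, passing the limit was not always enough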; further: strong numbers were not always called active
# STEP inh = inhibitors of human striatal-enriched phosphatase STEP; AID 588621; recombinant STEP, OMFP fluorogenic substrate, fluorescence; inhibition, % at 20 µM; hit rate 0.25% among 360,000;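 active means inhibition at 20 µM, scaled per plate between control wells, above about 37%, limit read from the data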;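 further: 0% = DMSO with enzyme and substrate and 100% = substrate only without enzyme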
# Target sequence (P54829 whole entry, looked up): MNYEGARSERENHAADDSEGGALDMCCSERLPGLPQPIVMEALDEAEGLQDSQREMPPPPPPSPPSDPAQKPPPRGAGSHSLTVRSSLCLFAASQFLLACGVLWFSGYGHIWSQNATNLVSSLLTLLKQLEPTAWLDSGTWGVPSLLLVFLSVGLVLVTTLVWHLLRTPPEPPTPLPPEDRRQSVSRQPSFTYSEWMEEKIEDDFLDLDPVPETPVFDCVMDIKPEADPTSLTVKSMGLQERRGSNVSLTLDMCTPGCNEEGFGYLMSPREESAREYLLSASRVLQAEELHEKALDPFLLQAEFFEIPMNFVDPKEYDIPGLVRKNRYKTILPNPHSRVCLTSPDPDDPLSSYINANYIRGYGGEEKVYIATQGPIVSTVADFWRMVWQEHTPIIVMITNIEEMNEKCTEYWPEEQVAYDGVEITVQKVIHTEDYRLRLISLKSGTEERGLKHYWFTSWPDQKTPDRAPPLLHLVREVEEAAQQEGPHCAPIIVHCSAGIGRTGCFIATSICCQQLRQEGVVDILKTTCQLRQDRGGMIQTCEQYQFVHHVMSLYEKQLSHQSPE
#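 Also added – OMFP at 25 µM · Test system – STEP tyrosine phosphatase · Technique – FITC-channel fluorescence of OMFP product · Schedule – 20 min at room temperature, dark · Evaluation – control-normalized % inhibition with plate pattern correction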
# MsrA inh = bovine MsrA inhibition; inhibition, % at 15.5 µM; purified bovine MsrA, absorbance read-out; hit rate 0.75% among 360,000; AID 651718; in the data active means inhibition above about 4.5%;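 further: 0% = vehicle wells with enzyme and 100% = reference inhibitor wells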
# SUMO1-SIM PPI = SUMO1-SIM interaction modulation; P63165; SUMO1 binding to a labelled peptide, TR-FRET, 1 h; inhibition, % at 20 µM; hit rate 0.33% among 360,000; AID 602429; in the data active means inhibition above about 37%
# Target sequence (P63165 whole entry, looked up): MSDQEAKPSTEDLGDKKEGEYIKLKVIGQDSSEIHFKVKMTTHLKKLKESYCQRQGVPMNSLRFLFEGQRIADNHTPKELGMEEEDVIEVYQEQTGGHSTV
# * = called active by the depositor; · = no result given.
SMILES,Scp-1 inhibitor,TbMetRS inhib,eLon inh,bovine MsrA act,DNMT1 inh,LMPTP inh,NRP1-CendR mod,STEP inh,MsrA inh,SUMO1-SIM PPI
Cc1ccc(CSc2ccc(S(=O)(=O)N3CCCC3)cn2)cc1,-10,0.8,5,-5,-7,4.1,12,7,-0.5,-1
CCOc1ccc(Nc2oc(-c3cccc(Cl)c3)nc2C#N)cc1,0,-0.4,-4,-3,20,-1.6,3,-2,-0.7,-1
O=C(Nc1ccc(Cl)c([N+](=O)[O-])c1)c1ccc(NCCCN2CCOCC2)c([N+](=O)[O-])c1,-4,0.2,-11,-2,-2,4.0,-2,6,0.6,-21
Cc1[nH]n(-c2ccccc2)c(=O)c1C=Nc1ccc(S(=O)(=O)N=C(N)N)cc1,-2,-0.5,-6,-7,-3,-0.9,-15,-4,2.0,-4
Cc1cc(C)nc(NNS(=O)(=O)c2ccc(Cl)cc2)n1,-5,0.0,6,1,1,0.0,-6,-2,-0.1,0
Cc1c(/C(O)=C2\C(=O)C(=O)N(CCCN(C)C)C2c2ccco2)cnn1-c1ccccc1 (stereo not drawn),-10,-1.1,12,-6,0,-3.3,2,-3,-0.2,2
COc1ccc(S(=O)(=O)NCc2ccccn2)cc1,-1,-0.1,-5,-2,4,-0.3,0,-2,0.8,0
CN(C)CCCN(C(=O)c1cc2ccccc2oc1=O)c1nc2ccc(F)cc2s1,-4,-0.4,-4,-4,3,-2.2,1,-2,0.0,-7
NC(=O)CSc1nnc(-c2ccc(S(=O)(=O)N3CCCC3)cc2)n1CC1CCCO1 (stereo not drawn),-6,0.4,-6,-1,0,-0.6,-3,2,-2.2,4
CN1CCN(C2Cc3cc(Cl)ccc3Sc3cc(F)ccc32)CC1 (stereo not drawn),-13,-0.3,6,1,2,0.3,4,0,-2.9,-4
CCCCC[C@H](C)N1C[C@H](COCc2ccccc2)Oc2cc(N3CC[C@@H](O)C3)ccc2S1(=O)=O,·,-0.6,-6,0,·,3.6,8,·,-0.4,3
Cc1cccc(Nc2ccc([N+](=O)[O-])cn2)c1,-5,-0.6,8,-7,0,0.9,-1,-1,1.4,-26
CCN(CC)C(=O)Cn1nc(-c2ccccc2O)nc1SCC(=O)Nc1ccc(OC)cc1,-14,0.7,-5,-2,2,0.3,4,-4,-0.6,-4
O=[N+]([O-])c1ccc(/C=N/n2cnc3ccccc32)s1,-27,0.5,-4,18*,-23,0.5,50,3,1.8,26
Cc1ccc2c(c1)N(CC(=O)NCC1CCCO1)C(=O)CO2 (stereo not drawn),-1,-0.1,-1,-1,2,-1.0,4,0,-1.9,4
O=C(CSc1cccc2cccnc12)N/N=C/c1cccnc1,-9,0.1,-2,-2,-21,-0.9,3,-1,0.0,-1
Cc1cc2c(=O)n(C)c(SCC(=O)NC3CCCC3)nc2s1,2,-0.6,-11,-4,0,-0.2,-1,2,-0.3,2
CCC(=O)Nc1cccc(C(=O)OCc2cccc([N+](=O)[O-])c2)c1,-8,-0.8,-4,-5,0,-1.5,-6,-3,-0.1,-17
COc1ccc([C@@H]2Sc3ccccc3NC(=O)[C@@H]2O)cc1,-11,0.2,4,-2,0,-0.5,5,0,1.8,3
Nc1ccc2nc(C(F)(F)F)[nH]c2c1,-3,-0.7,-9,-7,0,-2.0,-2,-2,-0.1,1
CC1CCCN(Cc2ccc(OCc3ccccc3)cc2)C1 (stereo not drawn),-3,-0.2,-7,0,2,-1.4,-3,-2,-1.3,1
Cc1cccn2c(=O)c3cc(C(=O)NC4CCCCC4)c(=N)n(Cc4ccccc4)c3nc12,16,-0.4,-17,-4,3,2.2,-24,0,-1.0,-29
O=C(CSc1nc2c(cnn2-c2ccccc2)c(=O)[nH]1)N1N=C(c2cccs2)CC1c1ccc(F)cc1 (stereo not drawn),-6,-0.7,4,-7,0,0.6,-9,2,-0.2,7
Nc1ccc(Sc2cnn(-c3ccccc3)c(=O)c2Cl)cc1,4,-0.1,7,2,-10,1.7,-10,4,0.1,-17
Cc1ccc(C)c(NC(=O)CCN2CCN(C)CC2)c1,-10,2.3,7,-2,-7,-1.4,-6,1,1.0,0
Cc1cccc(NC(=O)c2ccccc2O)c1C,-8,-0.7,-1,1,3,-1.1,-1,-4,0.9,2
CC1(C(=O)NCCc2c[nH]c3ccccc23)CCN1CC1CCCCC1 (stereo not drawn),·,0.1,-3,-1,-1,-1.0,16,0,-0.3,-5
O=c1[nH]cnc2c1ccn2C1OC(CO)C(O)C1O (stereo not drawn),-4,-0.3,-5,-1,1,-1.7,12,2,0.4,3
CN(C)S(=O)(=O)c1cccc(NC(=O)COC(=O)CNC(=O)c2cccc([N+](=O)[O-])c2)c1,-6,0.7,6,-3,-4,-0.9,-9,-1,0.9,-30
CN(CC(=O)Nc1ccccc1N1CCOCC1)CC(=O)Nc1ccc(F)c(F)c1F,-10,0.4,-3,4,-1,2.3,-17,1,-1.4,3

# An excerpt from the list above:
SMILES,Scp-1 inhibitor,TbMetRS inhib,eLon inh,bovine MsrA act,DNMT1 inh,LMPTP inh,NRP1-CendR mod,STEP inh,MsrA inh,SUMO1-SIM PPI
CN(C)CCCN(C(=O)c1cc2ccccc2oc1=O)c1nc2ccc(F)cc2s1,-4,-0.4,-4,-4,3,-2.2,1,-2,0.0,-7
NC(=O)CSc1nnc(-c2ccc(S(=O)(=O)N3CCCC3)cc2)n1CC1CCCO1 (stereo not drawn),-6,0.4,-6,-1,0,-0.6,-3,2,-2.2,4
CN1CCN(C2Cc3cc(Cl)ccc3Sc3cc(F)ccc32)CC1 (stereo not drawn),-13,-0.3,6,1,2,0.3,4,0,-2.9,-4
CCCCC[C@H](C)N1C[C@H](COCc2ccccc2)Oc2cc(N3CC[C@@H](O)C3)ccc2S1(=O)=O,·,-0.6,-6,0,·,3.6,8,·,-0.4,3
Cc1cccc(Nc2ccc([N+](=O)[O-])cn2)c1,-5,-0.6,8,-7,0,0.9,-1,-1,1.4,-26
CCN(CC)C(=O)Cn1nc(-c2ccccc2O)nc1SCC(=O)Nc1ccc(OC)cc1,-14,0.7,-5,-2,2,0.3,4,-4,-0.6,-4
O=[N+]([O-])c1ccc(/C=N/n2cnc3ccccc32)s1,-27,0.5,-4,18*,-23,0.5,50,3,1.8,26
Cc1ccc2c(c1)N(CC(=O)NCC1CCCO1)C(=O)CO2 (stereo not drawn),-1,-0.1,-1,-1,2,-1.0,4,0,-1.9,4
O=C(CSc1cccc2cccnc12)N/N=C/c1cccnc1,-9,0.1,-2,-2,-21,-0.9,3,-1,0.0,-1
Cc1cc2c(=O)n(C)c(SCC(=O)NC3CCCC3)nc2s1,2,-0.6,-11,-4,0,-0.2,-1,2,-0.3,2
CCC(=O)Nc1cccc(C(=O)OCc2cccc([N+](=O)[O-])c2)c1,-8,-0.8,-4,-5,0,-1.5,-6,-3,-0.1,-17
COc1ccc([C@@H]2Sc3ccccc3NC(=O)[C@@H]2O)cc1,-11,0.2,4,-2,0,-0.5,5,0,1.8,3

# Continued.
SMILES,Scp-1 inhibitor,TbMetRS inhib,eLon inh,bovine MsrA act,DNMT1 inh,LMPTP inh,NRP1-CendR mod,STEP inh,MsrA inh,SUMO1-SIM PPI
CCCCN(C(=O)NC(=O)Nc1nc2ccc(OC)cc2s1)S(C)(=O)=O,-8,-0.7,-6,-10,8,0.6,-6,0,-0.5,12
COCCN(C(=S)Nc1cc(C)cc(C)c1)C(C)c1cccnc1 (stereo not drawn),-5,-0.6,-4,-2,2,-0.3,-7,-2,-0.9,0
O=C(O)CCn1c(-c2ccccc2)cc2ccccc21,-10,-0.5,-2,-3,2,-1.9,-13,-1,-0.7,0
COCCc1ncc(CN2CCCC(C(=O)Nc3cccc(-c4cccc(C)c4)c3)C2)cn1 (stereo not drawn),-3,-0.3,-4,-2,-3,0.2,1,0,-0.8,-1
O=C1NN(c2ccc(F)cc2)C(=O)/C1=C/c1cccs1,8,-1.1,0,-7,1,9.0,4,12,1.7,-4
CCCCCCCOc1ccc(-c2ccc(C#N)cn2)cc1,-4,-0.5,11,-1,16,0.5,-10,2,-0.2,3
O=C1CC(Nc2ccccc2)C(=O)N1c1ccc(N2CCOCC2)cc1 (stereo not drawn),-7,-1.5,-2,-12,5,-1.5,-8,-1,1.1,-6
O=c1oc(-c2ccc(Cl)cc2[N+](=O)[O-])nc2ccccc12,·,-0.3,6,-6,-2,-1.3,-6,4,-0.7,-25
CCn1c(=O)c(CCC(=O)NCC2CCCO2)c(C)c2c(C)nn(-c3ccccc3)c21 (stereo not drawn),-9,-0.1,-2,-1,2,1.4,-1,-1,0.3,4
CCOC(=O)c1c(/N=C/N(C)C)sc(C=O)c1-c1ccccc1,-5,-0.4,1,-5,1,-0.9,2,2,2.3,-4
Cc1[nH]c(=O)[nH]c(=O)c1S(=O)(=O)N1CCCC1,-10,-1.5,1,-7,4,-2.1,3,-3,-0.2,-2
Cc1ccc(CCNC(=O)C2CCN(S(=O)(=O)c3cccc4nsnc34)CC2)cc1,-2,-0.5,-5,-5,-2,-0.7,-2,-4,-0.7,-24
Cc1ccc(Nc2nc(N3CCOCC3)nc(N3CCOCC3)n2)cc1C,0,-0.1,-3,-4,0,-0.6,4,0,0.2,1
COc1ccc(-c2nnc(-c3cccnc3)o2)cc1,-2,0.6,-2,0,4,-1.3,2,6,1.7,1
CCOC(=O)c1c(C)n(C)c2ccc(OC)c(NC(=O)CCN3CCSCC3)c12,-6,-0.9,-2,-6,-2,-1.3,-4,1,0.3,-1
COc1ccc(-c2nc3c(n2O)CCCC3=O)cc1OC,-5,-1.1,3,-6,0,-1.6,1,-4,2.5,-2
NC(=O)c1ccccc1N,-1,-1.0,-1,-11,0,-0.9,-14,1,0.0,5
CS(=O)c1nc(-c2ccc(Br)cc2)cc(-c2ccccc2)c1C#N (stereo not drawn),-3,-1.1,4,-10,9,1.9,-9,3,1.1,23
CC(C)CN(CC(C)C)C(=O)Cc1coc2ccc3ccccc3c12,-11,-0.1,-2,0,0,2.8,-2,5,1.0,1
Cc1cc(NC(=O)CC#N)n(-c2nc3ccccc3[nH]2)n1,0,0.6,2,-2,-4,1.3,4,-1,0.6,6
O=C(O)CCCC(=O)Nc1cccc([N+](=O)[O-])c1,-4,0.1,1,-3,-1,-2.3,-6,-1,1.8,-11
O=C(CNC1CCCC1)Nc1ccc(N2CCCCCC2)cc1,-4,-0.9,-3,-2,-7,-0.5,4,1,-0.6,-1
CCc1c(C)nc(SCC(=O)c2ccc(C)c(C)c2)[nH]c1=O,-7,-0.5,7,-2,-2,-0.3,-3,0,0.8,-1
CC(OC(=O)c1ccccc1O)C(=O)Nc1cccc(Cl)c1 (stereo not drawn),-4,-0.1,9,-2,1,-0.3,-6,2,0.8,4
